Assay outcomes deposited in PubChem by several laboratories.
HTR5A inv ag: HTR5A inverse agonism, opioid heterodimer counter-screen; P47898; HTR5A cell line, luminescence; inhibition, % at 9.3 µM; 340,000 tested, 0.083% active; in the data active = inhibition mostly above about 23%, no sharp cut-off; inactive = mostly below about 18%;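 also: 0% = cells with DMSO and 100% = no-cell wells with DMSO; some compounds called inactive have numbers as strong as hits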
OPRM1-OPRD1 inv: mu-delta opioid heterodimer inverse agonism | cell-based MOR-DOR heterodimer luminescence | inhibition, % at 9.3 µM | 340,000 tested, 0.21% active; in the data active = inhibition above about 22%, passing the limit was not always enough;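 also: 0% = cells with DMSO and 100% = wells without cells with DMSO; values of inactives mirror those of a sister screen read the other way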
HTR5A ag: activates human HTR5A in OPRM1-OPRD1 agonist counter-screen | activation, % at 9.3 µM | HTR5A agonist assay, luminescence, cell-based | 340,000 tested, 0.61% active; in the data active = activation mostly above about 9.5%, no sharp cut-off; inactive = mostly below about 7.6%;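 also: 0% = cells with vehicle only and 100% = reference agonist; strong numbers were not always called active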
AddAB inh: less growth of phage-infected E. coli with AddAB | E. coli expressing H. pylori AddAB, absorbance growth | inhibition, % at 11.9 µM | 330,000 tested, 0.29% active | AID 435030; in the data active = inhibition above about 12%;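 also: 0% = vehicle wells of infected cells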
phage Ecoli inh: E. coli growth loss with phage present; inhibition, % at 11.9 µM; growth absorbance; 360,000 tested, 0.26% active; in the data active = inhibition above about 11%
SUMO Mot1 rescue: SUMOylation pathway inhibition by Mot1-301 growth rescue; 320,000 tested, 1% active; AID 2716; growth rescue, % at 18.8 µM; S. cerevisiae Mot1-301 growth rescue, ATP luminescence, 38.5C; percent above DMSO median, 100 means doubled;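 active = every valid replicate shows activation above 250% relative to neutral control wells; inactive = the rest, any valid replicate at or below 250%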;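 also: OY570 slx delta 5 strain wells were the positive control but not used for scaling; some compounds called inactive have numbers as strong as hits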
OPRM1-OPRD1 ag: agonists of human mu-delta opioid receptor heterodimerization; activation, % at 9.3 µM; cells, OPRM1-OPRD1 heterodimerization, luminescence; AID 504326; 340,000 tested, 0.3% active; in the data active = activation above about 18%;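 also: 0% = vehicle-treated cells and 100% = reference agonist; values of inactives mirror those of a sister screen read the other way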
PKA-R1A act: PKA-R1A complex activation | P00514+P68181 | 340,000 tested, 0.083% active | activation, % at 11.4 µM | PKA-R1A dissociation, Cy5-IP20 fluorescence polarization; scaled: DMSO 0%, 113 µM cGMP 100%;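 active = percent activation above the mean of all tested compounds plus 3 SD, cut at about 19% in these data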;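 also: higher means more PKAc released from R1A so a rise in polarization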
E coli growth: bacterial growth inhibition, counter-screen for AddAB inhibitors | E. coli V3065 growth, OD600 absorbance, 18 h | inhibition, % at 11.9 µM | 330,000 tested, 0.27% active | AID 449728;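 active = inhibition above the campaign's mean inhibition across all tested compounds plus 3 SD, cut at about 9.9% in these data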;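 also: uninfected addAB+ strain grown without phage in ampicillin broth; 0% = DMSO wells and 100% = ciprofloxacin 0.95 µg/ml wells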
DSG3 Ab inh: inhibitors of pemphigus antibody binding to human desmoglein-3; P32926; DSG3-coupled beads, scFv-anti-DSG3-GFP binding, flow cytometry; active compounds read low; binding (percent of control), % at 10 µM; 310,000 tested, 0.48% active; AID 588358;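 active = binding more than 3 SD below its plate's average and above zero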;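 also: hits lower antibody fragment binding to DSG3; some compounds called inactive have numbers as strong as hits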
Target sequence (P32926 whole entry, looked up, the tested form may be a part): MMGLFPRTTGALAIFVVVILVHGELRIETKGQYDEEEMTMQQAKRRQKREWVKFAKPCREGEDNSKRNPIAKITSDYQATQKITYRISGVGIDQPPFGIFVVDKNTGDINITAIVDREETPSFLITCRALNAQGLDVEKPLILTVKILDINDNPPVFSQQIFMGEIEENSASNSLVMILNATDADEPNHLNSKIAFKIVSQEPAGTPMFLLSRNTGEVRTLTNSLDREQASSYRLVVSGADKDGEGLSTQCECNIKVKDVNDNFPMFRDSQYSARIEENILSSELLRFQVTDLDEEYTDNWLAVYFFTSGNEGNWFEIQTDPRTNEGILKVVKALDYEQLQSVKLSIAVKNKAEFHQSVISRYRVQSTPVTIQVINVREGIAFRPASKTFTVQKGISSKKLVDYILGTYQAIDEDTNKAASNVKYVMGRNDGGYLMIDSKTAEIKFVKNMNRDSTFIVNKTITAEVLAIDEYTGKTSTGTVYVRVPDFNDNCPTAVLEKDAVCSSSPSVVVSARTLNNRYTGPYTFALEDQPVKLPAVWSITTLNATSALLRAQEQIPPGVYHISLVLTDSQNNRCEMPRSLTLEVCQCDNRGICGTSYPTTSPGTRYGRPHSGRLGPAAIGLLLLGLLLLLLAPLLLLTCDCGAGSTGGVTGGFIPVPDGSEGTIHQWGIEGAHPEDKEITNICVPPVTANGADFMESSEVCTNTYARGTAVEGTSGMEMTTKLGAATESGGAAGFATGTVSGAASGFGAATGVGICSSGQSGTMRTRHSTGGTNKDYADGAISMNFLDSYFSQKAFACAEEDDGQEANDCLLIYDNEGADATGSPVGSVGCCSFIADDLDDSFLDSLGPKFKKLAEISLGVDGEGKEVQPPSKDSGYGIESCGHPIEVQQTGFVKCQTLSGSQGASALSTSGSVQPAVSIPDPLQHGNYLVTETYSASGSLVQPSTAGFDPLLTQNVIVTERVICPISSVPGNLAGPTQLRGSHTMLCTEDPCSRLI
PfHsp90 set2: reduces growth (ATP signal) of yeast expressing P. falciparum Hsp90 | S. cerevisiae expressing PfHsp90, BacTiter-Glo ATP, 48 h; yeast lacking PDR1 and PDR3 efflux regulators | inhibition, % at 9.4 µM | 310,000 tested, 0.32% active | AID 504621;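 active = every replicate shows inhibition above about 80%, whatever the replicate mean, limit read from the data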;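 also: 0% = DMSO neutral controls and 100% = 20 µM radicicol positive controls; yeast relying on Plasmodium falciparum Hsp90 in place of its own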
* marks the source's active call; other numbers are inactive results; i = inactive; . = not tested or not shown.

1. CCC(C(=O)OCC(=O)N1CCN(c2ccc(OC)cc2)CC1)c1ccccc1 (stereo unspecified)
2. COc1ccccc1CNc1ncnc2cc(OC)c(OC)cc12
3. COc1ccccc1-c1cc(C(=O)NC(C)C)no1
4. O=C(Nc1ccccc1N1CCOCC1)c1ccccc1[N+](=O)[O-]
5. CCOc1ccc(NC(=O)c2cc3n(n2)C(C(F)(F)F)CC(c2ccco2)N3)cc1 (stereo unspecified)
6. CN1C(=O)/C(=C\C=C2/CCCN2C)N(C)C1=S
7. COc1ccc(-n2ncc3c(NCc4ccccn4)ncnc32)cc1
8. CCCN1CCN(c2ccc(S(N)(=O)=O)cc2[N+](=O)[O-])CC1
9. CC(C)(C)c1ccc(OCc2ccc(C(=O)N/N=C/c3ccc([N+](=O)[O-])cc3)o2)cc1
10. CCOC(=O)C1=C(C)Nc2ccccc2N=C1NC(=O)c1cccc(S(=O)(=O)NCc2ccccc2)c1

Compound	1	2	3	4	5	6	7	8	9	10
HTR5A inv ag	-13	11	6	10	-19	-11	11	10	-28	-5
OPRM1-OPRD1 inv	-10	-6	6	-3	3	23	0	1	-21	7
HTR5A ag	5	-5	-1	7	-1	-3	-1	-2	0	2
AddAB inh	1.5	3.2	-4.8	0.4	-3.5	-0.3	1.3	0.1	0.0	-0.7
phage Ecoli inh	-0.8	0.8	3.3	2.1	5.2	4.1	4.1	2.8	-0.2	3.7
SUMO Mot1 rescue	3	-11	1	285	67	9	-15	-11	8	-13
OPRM1-OPRD1 ag	2.4	1.1	-1.0	0.7	-0.5	-4.8	0.1	-0.2	4.1	-1.6
PKA-R1A act	-13	-19	-9	1	0	-2	-7	-7	-2	-11
E coli growth	-0.2	1.6	0.0	-2.1	0.8	-0.5	0.8	1.6	-0.1	0.6
DSG3 Ab inh	98	100	100	92	109	109	93	94	109	101
PfHsp90 set2	-13	3	16	-8	5	-9	.	-55	-6	-71

Screen by screen, from the results shown:
AddAB inh for entries 1 to 10 → 1.5, 3.2, -4.8, 0.4, -3.5, -0.3, 1.3, 0.1, 0.0, -0.7
HTR5A inv ag for entries 1 to 10 → -13, 11, 6, 10, -19, -11, 11, 10, -28, -5
HTR5A ag for entries 1 to 10 → 5, -5, -1, 7, -1, -3, -1, -2, 0, 2

(more compounds)
11. COCCn1c(C)cc(/C=N/NC(=O)c2cc3ccccc3cc2O)c1C
12. COc1ccc(C(=O)N2CCN(c3nc4ccccc4o3)CC2)cc1OC
13. CCCc1nnc(NC(=O)c2cc(OC)cc(OC)c2)s1
14. O=C(Cn1c2ccc(F)cc2c2nc3n(c(=O)c21)CCS3)Nc1ccccc1C(F)(F)F
15. COc1cccc2c(=O)cn[nH]c12
16. COc1ccc(N2CCN(C(=O)c3ccc4c(=O)n(CCc5ccc(OC)c(OC)c5)c(=O)[nH]c4c3)CC2)cc1
17. O=C(Cc1n[nH]c(=O)c2ccccc12)OCC(=O)c1ccccc1Cl
18. CCc1ccc(NC(=O)C(C)OC(=O)CCN2C(=O)C3CC=CCC3C2=O)cc1 (stereo unspecified)
19. O=C(Nc1ccccc1C(=O)NCc1cccnc1)c1ccccc1Cl
20. CSCC(=O)N1CCc2ccc(NC(=O)c3ccccc3Cl)cc2C1

Compound	11	12	13	14	15	16	17	18	19	20
HTR5A inv ag	7	-39	3	-2	9	0	-4	-13	-1	-16
OPRM1-OPRD1 inv	10	7	2	-24	-10	-9	4	8	15	-6
HTR5A ag	-3	13	-3	1	-1	0	1	5	0	1
AddAB inh	1.8	2.5	0.2	2.6	1.1	2.3	1.4	.	-0.8	0.6
phage Ecoli inh	.	4.8	1.9	1.5	0.8	1.3	2.3	2.3	1.2	-0.9
SUMO Mot1 rescue	9	18	8	7	-14	-17	-2	.	218	10
OPRM1-OPRD1 ag	-2.5	-1.2	-0.4	4.7	1.9	1.8	-0.7	-1.6	-2.6	1.0
PKA-R1A act	-12	-12	-6	11	-2	2	3	5	3	1
E coli growth	2.8	-2.2	-0.6	-0.2	1.1	-1.7	1.3	.	-0.3	-0.4
DSG3 Ab inh	92	98	99	104	113	101	105	102	.	108
PfHsp90 set2	0	12	-65	-27	-1	-35	1	-25	-23	-6

21. O=C(Nc1ccc(N2CCOCC2)c(Cl)c1)c1cccnc1Cl
22. Nc1nc(Cl)nc2ccc(Br)cc12
23. CCOc1ccccc1NC(=S)NC1CC2CCC1C2 (stereo unspecified)
24. COc1cc(/C=N/NC2=NCCCCC2)ccc1O
25. Cc1cc(C)cc(NC(=O)C(Sc2ncnc3ccccc23)c2ccccc2)c1 (stereo unspecified)
26. O=C(CSc1nc2cccnc2n1Cc1ccccc1)N1CCCC1
27. CCOC(=O)c1ccc(N2CN=C3SCC(=O)N3C2)cc1
28. O=C1ON=C(c2ccccc2)/C1=C\c1ccco1
29. Cc1cc(OCC(O)CN2CCN(c3ccccn3)CC2)cc(C)c1Cl (stereo unspecified)
30. CCOC(=O)c1sc(NC(=O)Nc2cccc(Cl)c2)cc1C

Compound	21	22	23	24	25	26	27	28	29	30
HTR5A inv ag	-18	-10	1	-3	16	11	-8	-19	-11	-8
OPRM1-OPRD1 inv	6	3	14	8	2	16	7	17	-16	-9
HTR5A ag	2	-2	0	1	0	5	3	2	3	3
AddAB inh	0.3	2.9	1.7	-0.8	1.2	1.6	3.8	-2.5	0.8	5.0
phage Ecoli inh	2.2	2.0	.	2.1	3.4	2.6	-1.6	-1.3	2.5	9.8
SUMO Mot1 rescue	-3	7	384	36	4	30	1	7	66	17
OPRM1-OPRD1 ag	-1.1	-0.5	-3.0	-1.5	-0.3	-2.7	-1.4	-3.3	3.2	1.6
PKA-R1A act	8	-8	-4	-15	-4	7	-4	2	1	-10
E coli growth	-0.2	2.0	1.2	0.4	-0.3	-0.9	3.2	-2.2	-2.1	5.2
DSG3 Ab inh	118	123	93	102	91	97	100	97	114	124
PfHsp90 set2	-3	-2	-2	10	-6	.	.	-4	14	-7

Entries of single compounds, looked up by structure.
`O=C(Nc1ccc(N2CCOCC2)c(Cl)c1)c1cccnc1Cl` is listed as HTR5A inv ag = -18; OPRM1-OPRD1 inv = 6; HTR5A ag = 2; AddAB inh = 0.3; phage Ecoli inh = 2.2; SUMO Mot1 rescue = -3; OPRM1-OPRD1 ag = -1.1; PKA-R1A act = 8; E coli growth = -0.2; DSG3 Ab inh = 118; PfHsp90 set2 = -3
`Cc1cc(OCC(O)CN2CCN(c3ccccn3)CC2)cc(C)c1Cl` (stereo unspecified) is listed as HTR5A inv ag = -11; OPRM1-OPRD1 inv = -16; HTR5A ag = 3; AddAB inh = 0.8; phage Ecoli inh = 2.5; SUMO Mot1 rescue = 66; OPRM1-OPRD1 ag = 3.2; PKA-R1A act = 1; E coli growth = -2.1; DSG3 Ab inh = 114; PfHsp90 set2 = 14

Next section
31. CC1CC(C)CN(C(=O)c2ccc3nc[nH]c3c2)C1 (stereo unspecified)
32. O=C1CSC(c2cccnc2)N1C1CCCCC1 (stereo unspecified)
33. CCNC(=S)Nc1ccc2cn[nH]c2c1
34. CCS(=O)(=O)Nc1ccc(-c2nnc(SCC(=O)c3ccc(NC(C)=O)c(OC)c3)o2)cc1
35. Cc1ncc(CN2CCCC(CCC(=O)NCc3ccccc3F)C2)s1 (stereo unspecified)
36. CCn1c(SCC(=O)NCc2ccccc2)nc2ccccc2c1=O
37. Cc1cc(C)nc(SCc2ccc(Br)cc2)n1
38. CN(/C(=N/S(=O)(=O)c1cccs1)c1ccccc1)c1ccc(O)cc1
39. Clc1ccc(-c2nc(N3CCOCC3)nc3ccccc23)cc1
40. Cn1c(=O)c2c(nc(CN3CCCCC3)n2Cc2c(F)cccc2Cl)n(C)c1=O

Compound	31	32	33	34	35	36	37	38	39	40
HTR5A inv ag	-3	-9	2	-9	6	6	-1	-31	-18	-1
OPRM1-OPRD1 inv	0	16	23	13	13	-10	-25	1	-20	8
HTR5A ag	-2	1	-1	-1	2	-2	0	3	-1	0
AddAB inh	0.0	2.8	1.4	1.9	2.2	2.1	-0.4	4.8	1.8	-0.6
phage Ecoli inh	-1.5	2.2	4.2	2.2	3.1	3.1	2.4	4.1	2.1	1.8
SUMO Mot1 rescue	-4	6	1	-4	-8	0	10	313	8	-14
OPRM1-OPRD1 ag	0.0	-3.0	-4.4	-2.9	-2.7	1.6	5.0	-0.3	3.8	-1.3
PKA-R1A act	-12	2	-6	0	0	-7	-8	7	-14	4
E coli growth	0.3	-1.1	0.1	-1.3	0.3	0.2	-3.4	0.8	0.9	1.4
DSG3 Ab inh	104	106	96	94	107	95	109	.	112	101
PfHsp90 set2	-18	-4	8	15	31	13	-53	-5	-12	-7

Sorted by the number under DSG3 Ab inh (ascending): 4 from the list above
cpd	canonical_smiles	OPRM1-OPRD1 inv	AddAB inh	phage Ecoli inh	SUMO Mot1 rescue	OPRM1-OPRD1 ag	PKA-R1A act	DSG3 Ab inh	PfHsp90 set2
12	COc1ccc(C(=O)N2CCN(c3nc4ccccc4o3)CC2)cc1OC	7	2.5	4.8	18	-1.2	-12	98	12
13	CCCc1nnc(NC(=O)c2cc(OC)cc(OC)c2)s1	2	0.2	1.9	8	-0.4	-6	99	-65
24	COc1cc(/C=N/NC2=NCCCCC2)ccc1O	8	-0.8	2.1	36	-1.5	-15	102	10
35	Cc1ncc(CN2CCCC(CCC(=O)NCc3ccccc3F)C2)s1 (stereo unspecified)	13	2.2	3.1	-8	-2.7	0	107	31

(further entries)
41. Cc1nc2cc(F)ccc2n1C1CCN(C(=O)c2c(F)cccc2F)CC1
42. CSC1=NC(C)(C)CC2(C)Nc3ccccc3N12 (stereo unspecified)
43. O=C(Nc1nc2ccccc2s1)NC1CCCCC1
44. CCOC(=O)N1CCC(N(CCN(C)C)C(=S)Nc2cccc(SC)c2)CC1
45. CCN(CC)CCNC(=O)CSc1c2c(nc3cc(Cl)ccc13)CCCC2
46. COC(=O)c1cc(S(=O)(=O)N2CCCCCC2)cn1C
47. O=S(=O)(Nc1ccc(N2CCOCC2)cc1)c1cc(Cl)ccc1Cl
48. c1ccc(Nc2c(-c3ccco3)nc3ccccn23)cc1
49. CCCOC(=O)c1ccc(Nc2nc(C)cc(=O)[nH]2)cc1
50. NC(=O)c1ccc(CN2CCC(Cc3ccccc3)CC2)cc1
51. CN(c1ncc(C(F)(F)F)cc1Cl)N1C(=O)c2cccc(N)c2C1=O

Compound	41	42	43	44	45	46	47	48	49	50	51
HTR5A inv ag	2	-1	5	-7	-3	5	-16	-9	10	1	-3
OPRM1-OPRD1 inv	7	4	-42	6	-14	19	-40	4	-4	16	-10
HTR5A ag	-1	9	7	2	-5	8	0	-1	-4	0	3
AddAB inh	1.8	0.0	-0.7	0.1	-0.1	0.1	3.8	1.2	0.7	7.1	-1.4
phage Ecoli inh	2.2	3.0	3.4	2.6	2.8	0.4	1.4	3.1	5.8	1.1	0.1
SUMO Mot1 rescue	i	82	.	-5	31	191	-20	11	-10	56	12
OPRM1-OPRD1 ag	-1.2	-0.8	7.8	-1.2	2.0	-3.7	4.8	-0.8	0.7	-3.2	2.1
PKA-R1A act	0	7	-8	-21	-1	-5	-4	-9	-11	-9	3
E coli growth	2.5	-2.1	2.7	-0.9	-2.1	0.5	0.1	1.3	1.4	0.0	-4.0
DSG3 Ab inh	98	124	100	82	105	112	106	119	78	121	93
PfHsp90 set2	-20	1	-3	18	8	5	-7	-37	11	.	-11
